Screens as filed in PubChem.
MrgX1 antagonist: blocks BAM8-22 activation of human MrgX1 receptor; Q96LB2; MRGX1-HEK293 calcium flux, Fluo-4, BAM8-22 antagonism; hits give low values; B-score at 10 µM; 310,000 compounds, 1.3% hits;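 active = calcium-response B-score plate-corrected more than 3 library SD below zero, starting fluorescence within 5 deviations, no agonist response on first addition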;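 also: peak minus trough fluorescence over baseline after final BAM8-22 challenge near maximal dose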
SKKanGAS inh: inhibitors of SKKanGAS S. pyogenes growth in kanamycin (SK-promoter or general growth effect); inhibition, % at 7.5 µM; BacTiter-Glo, 6 h; AID 1662; 300,000 compounds, 1.3% hits;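 active = mean replicate score, as percent of positive control median, at least 50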;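 also: strain carries kanamycin resistance gene driven by streptokinase promoter and grows in 40 µg/ml kanamycin; loss of luminescence reflects streptokinase promoter inhibition or plain growth inhibition; 0% = median of DMSO wells and 100% = positive control at its reference dose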
TRPC4 block: TRPC4 (mouse) channel inhibition | B-score at 10 µM | AID 2247 | 300,000 compounds, 0.39% hits | Q9QUQ5 | HEK293 TRPC4beta/mu-opioid, DAMGO-evoked Fluo4 calcium flux; hits give low values;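 active = B-score over 3 SD under the library average, no early fluorescence shift, positive overall ratio signal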
Target sequence (Q9QUQ5 whole entry, looked up): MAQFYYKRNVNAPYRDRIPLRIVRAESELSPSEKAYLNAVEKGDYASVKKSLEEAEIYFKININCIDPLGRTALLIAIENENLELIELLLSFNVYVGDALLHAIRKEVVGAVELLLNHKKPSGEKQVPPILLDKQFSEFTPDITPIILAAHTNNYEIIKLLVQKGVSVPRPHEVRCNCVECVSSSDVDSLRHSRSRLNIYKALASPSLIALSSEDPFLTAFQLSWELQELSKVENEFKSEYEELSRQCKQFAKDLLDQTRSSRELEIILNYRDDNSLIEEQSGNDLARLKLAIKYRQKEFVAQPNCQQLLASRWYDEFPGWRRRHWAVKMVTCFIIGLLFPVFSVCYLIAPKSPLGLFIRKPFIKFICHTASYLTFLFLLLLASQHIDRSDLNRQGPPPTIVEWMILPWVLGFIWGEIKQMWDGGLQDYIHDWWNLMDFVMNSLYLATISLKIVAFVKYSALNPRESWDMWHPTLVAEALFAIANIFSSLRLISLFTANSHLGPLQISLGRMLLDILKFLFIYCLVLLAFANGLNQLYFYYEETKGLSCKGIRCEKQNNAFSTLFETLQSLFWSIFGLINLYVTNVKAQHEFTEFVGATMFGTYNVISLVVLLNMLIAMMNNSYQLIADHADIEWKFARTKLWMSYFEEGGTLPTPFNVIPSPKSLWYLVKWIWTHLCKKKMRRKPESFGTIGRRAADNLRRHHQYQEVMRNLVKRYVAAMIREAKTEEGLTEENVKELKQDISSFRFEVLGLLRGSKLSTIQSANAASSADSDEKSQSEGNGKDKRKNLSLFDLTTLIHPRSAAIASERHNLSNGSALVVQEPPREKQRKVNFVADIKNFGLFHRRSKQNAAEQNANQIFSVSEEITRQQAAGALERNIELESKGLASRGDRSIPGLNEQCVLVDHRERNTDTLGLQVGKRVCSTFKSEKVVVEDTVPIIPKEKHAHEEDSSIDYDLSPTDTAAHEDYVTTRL
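Material: HEK293 cells with stable TRPC4beta plus mu-opioid receptor expression / Probe or stimulus: DAMGO in two steps, submaximal then maximal / Compound: single concentration per test compound / Technique: kinetic Fluo4 fluorescence imaging of calcium influx / Read-out: per-well B score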
TRPC4 PAM: allosteric potentiators of mouse TRPC4 channel; HEK293 TRPC4beta/mu-opioid, DAMGO EC20, Fluo-4 Ca2+ flux; hits give high values; B-score at 10 µM; 310,000 compounds, 0.42% hits; AID 2227;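 active = B-score of calcium response area above 5 SD of library B-scores, with initial fluorescence ratio within 5 SD of library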;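 also: B-score of integrated fluorescence ratio over time as area under calcium response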
KLF5 inhibitor: kruppel-like factor 5 inhibition. 290,000 compounds, 0.23% hits. DLD-1 KLF5 promoter-luciferase reporter, luminescence. inhibition, % at 5 µM. AID 1700;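 active = inhibition above a per-plate limit of that plate's mean compound inhibition plus 3 SD, cut at about 60% in these data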;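 also: 0% = DMSO wells and 100% = LY294002 at 200 µM; higher means less KLF5 promoter-driven luciferase light; inactives centre near -14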
TRPC4 agonist: TRPC4 (mouse) channel activation. 310,000 compounds, 0.49% hits. B-score at 10 µM. AID 2237. HEK293 TRPC4beta/mu-opioid, Fluo4 calcium fluorescence; hits give high values;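 active = B-score above 5 SD of library B-scores, and initial fluorescence ratio not above library mean plus 5 SD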;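 also: positive B-score marks a calcium rise read as TRPC4 activation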
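Incubation: 45 min room-temperature Fluo4 loading, 110 s read / System: HEK293 cells stably co-expressing mouse TRPC4beta and mu-opioid receptor / Signal: Fluo4 fluorescence, kinetic / Control set: buffer (low) and maximal DAMGO (high) / Measure: integrated baseline-normalised fluorescence ratio, converted to per-well B score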
TRPC6 inhibitor: mouse TRPC6 channel inhibition; Q61143; HEK293-TRPC6, membrane potential dye, ACh-evoked depolarization; hits give low values; B-score at 10 µM; 310,000 compounds, 1.1% hits;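 active = B-score under library mean minus 3 SD, initial fluorescence not abnormally high, positive integrated signal ratio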;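 also: B-score derived from integrated fluorescence ratio over the kinetic read; more negative B-score means stronger inhibition of depolarization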
TRPC6 activator: activates the mouse TRPC6 cation channel. Q61143. HEK293-TRPC6 membrane potential dye fluorescence; hits give high values. B-score at 10 µM. 310,000 compounds, 0.13% hits;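 active = B-score of the integrated fluorescence ratio above library mean plus 3 SD, and starting fluorescence ratio within library mean plus 5 SD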;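 also: higher score means more depolarization so channel activation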
HIF activator: HIF pathway transcriptional activation; 300,000 compounds, 0.32% hits; U2OS HRE-luciferase reporter, luminescence; normalized: DMSO 0%, desferrioxamine 100%; activation, % at 7.5 µM (by protocol);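 active = mean activation of at least 10% of the iron chelator positive control signal, with at least half of replicates also reaching 10%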
IEC-6 tox: counter-screen for KLF5 inhibitors: cytotoxicity in IEC-6 cells. inhibition, % at 5 µM. 290,000 compounds, 0.78% hits. IEC-6 cytotoxicity, luminescence viability; in the data active = inhibition above about 22%;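 also: 0% = plate median of test compound wells and 100% = cytotoxic reference compound wells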
aSyn UTR inh: 5' untranslated region of α-synuclein, MLPCN primary screen; alpha-synuclein 5'UTR reporter, inhibitor activity; inhibition, % (tested at 7.5 µM); 300,000 compounds, 0.82% hits; in the data active = inhibition above about 60%;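 also: H4 neuroglioblastoma cells stably carrying SNCA 5'UTR luciferase fusion; 0% = DMSO wells and 100% = positive control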
The depositor's hits bear a star; i = inactive; x = no result given.

SMILES	MrgX1 antagonist	SKKanGAS inh	TRPC4 block	TRPC4 PAM	KLF5 inhibitor	TRPC4 agonist	TRPC6 inhibitor	TRPC6 activator	HIF activator	IEC-6 tox	aSyn UTR inh
O=C(c1ccco1)N1CCCC(Nc2ccc3c(c2)OCCO3)C1 (stereo not drawn)	i	33	i	i	-72	i	i	i	2.5	3	-79
CC(=O)c1ccc2noc(-c3ccc(C)cc3)c2c1	i	-3	i	i	-20	i	i	i	2.1	-4	-37
COc1ccc(NC(=O)CSc2n[nH]c(-c3ccco3)n2)cc1	i	-1	i	i	-13	i	i	i	-0.6	1	-19
O=C(O)C1OC(Oc2c(-c3ccc(O)c(O)c3)oc3cc(O)cc(O)c3c2=O)C(O)C(O)C1O (stereo not drawn)	i	-6	i	i	-22	i	i	i	-1.3	-11	8
CC(=O)Nc1ccc(S(=O)(=O)N2CCN(C34CC5CC(CC(C5)C3)C4)CC2)cc1	i	-5	i	i	-3	i	i	i	0.3	0	-1
C[C@@H](NC(=O)c1cc2c([nH]c3ccccc32)c(-c2ccccc2)n1)C(=O)O	i	16	i	i	-17	i	i	i	-1.1	-3	18
CCCCNC(=S)N(C)/N=C/c1c(F)cccc1F	i	4	i	i	-39	i	i	i	-0.4	-2	-6
CCS(=O)(=O)N1CCC(C(=O)NCCCN2CCCC2)CC1	i	15	i	i	-15	i	i	i	-0.1	5	-9
COc1ccc(C(=O)CCC(=O)Nc2cccnc2)cc1	i	-7	i	i	4	i	i	i	0.4	6	-29
CC(C)COc1ccc(Br)cc1CNC(C)(C)C	i	-7	i	i	-8	i	-8.8*	i	-0.4	-3	-6
CCc1c(C)nc2c(-c3ccccc3)c(C)[nH]n2c1=O	i	-2	i	i	-22	i	i	i	-8.6	-2	16
Fc1cccc(Nc2nc(Cl)nc(Cl)n2)c1	i	9	i	i	-14	i	i	i	-0.4	-2	9
CCOC(=O)C1C(c2cc(OC)c(O)c(OC)c2)NC(=S)NC1(O)C(F)(F)F (stereo not drawn)	i	-1	i	i	-1	i	i	i	-0.2	1	28
Cc1ccccc1CN1C(=O)c2ccccc2S1(=O)=O	i	-7	i	i	-16	i	i	i	-0.3	-1	-18
Cc1ccc(NC(=O)CCOc2ccccc2C)cc1C	i	-1	i	i	-39	i	i	i	0.2	-2	0
Cn1cnc([N+](=O)[O-])c1Nc1cccc(O)c1	i	-6	i	i	-9	i	i	i	-0.1	4	16
Cc1ccc(NC(=O)NCCc2ccc(S(N)(=O)=O)cc2)cc1	i	6	i	i	-10	i	i	i	-0.1	-1	0
Cc1ccccc1C(=O)N1CCc2c([nH]c3ccccc23)C1C(F)(F)F (stereo not drawn)	i	0	i	i	-17	i	i	i	-0.8	4	4
S=C(NCCN(C1CCCCC1)C1CCCC1)Nc1cccc(Cl)c1	i	0	i	i	-8	i	-6.1*	i	-0.4	5	49
CCOC(=O)C1CCN(C(=O)COc2ccc(S(=O)(=O)N3CCOCC3)cc2C)CC1	i	0	i	i	-16	i	i	i	0.0	-2	-1
C=CCc1ccc(OCCCN2CCCC(C)C2)c(OC)c1 (stereo not drawn)	i	-2	i	i	-20	i	i	i	-0.4	-1	-20
CCOC(=O)c1cc(=O)c2ccc(OCC(=O)Nc3ccccc3)cc2o1	i	-6	i	i	-9	i	i	i	-2.7	1	-19
CCc1cccc(CC)c1NC(=S)NCCc1ccc(O)c(O)c1	i	8	i	i	-18	i	i	i	-0.8	3	-6
CC(C)c1cccc(C(C)C)c1NC(=O)CNCC(O)c1ccccc1 (stereo not drawn)	i	4	i	i	-1	i	i	i	-1.3	-5	-6
CC1=C(Cl)C2=NS(=O)(=O)CCN2C=C1Cl	i	-11	i	i	-17	i	i	i	0.5	-3	-11
Cc1cccc(OCC(=O)Nc2ccccc2N2CCN(C)CC2)c1	i	1	i	i	-12	i	i	i	0.4	-1	10
COC(=O)[C@H](C)[C@@H]1C[C@@]1(C)[C@@H](NC(=O)OCc1ccccc1)c1ccccc1	-5.4*	-1	i	i	-15	i	i	i	-0.7	4	4
COc1ccc(N(C(=O)c2ccc3c(c2)OCO3)C2C=CS(=O)(=O)C2)c(OC)c1 (stereo not drawn)	i	3	i	i	-12	i	i	i	-0.7	-2	-3
O=C(NCc1nnc(SCC(=O)N2CCCCCC2)o1)c1ccco1	i	-1	i	i	-11	i	i	i	-0.5	-1	5
CCN(CC)Cc1c(C(=O)N/N=C/c2cccc(OCc3cccc(Cl)c3)c2)nnn1-c1nonc1N	i	19	i	i	-47	i	i	i	0.8	5	-52
O=C(NC(=S)Nc1ccc2oc(-c3cccnc3)nc2c1)c1cccc(Cl)c1	i	13	i	i	-8	i	i	i	-0.1	-7	-115
Nc1nonc1/C(=N/O)N1CCCC1	i	0	i	i	-8	i	i	i	-0.3	-3	1
CC(=O)Nc1ccc(Nc2cc(C(C)C)nc3c(-c4ccccc4)c(C)nn23)cc1	i	88*	i	i	-6	i	i	i	-0.6	2	39
CN1CCCc2cc3c(C(F)(F)F)cc(=O)oc3nc21	i	0	i	i	-2	i	i	i	-0.3	4	1
COc1cc2c(cc1NC(=O)/C=C/c1ccccc1)oc1ccccc12	i	-18	i	i	17	i	i	i	0.6	0	-50
N#CCCn1cc(/C=N/NC(N)=S)c(-c2ccccc2)n1	i	-1	i	i	-2	i	i	i	0.4	2	7
CCN(CC)c1ccc(/C=N/NC(=O)c2ccco2)cc1	i	6	i	i	-64	i	i	i	0.9	9	-39
COc1cc(NC2c3ncccc3C(=O)N2Cc2ccco2)cc(OC)c1 (stereo not drawn)	i	-2	i	i	-13	i	i	i	0.2	-4	-17
COc1ccc(CN2C(=O)c3ccccc3C2C(=O)NC2CCCC2)c(OC)c1 (stereo not drawn)	i	7	i	i	-25	i	i	i	0.3	0	-10
CCCOc1ccc(/C(O)=C2/C(=O)C(=O)N(CCN(C)C)C2c2ccc(O)c(OC)c2)cc1 (stereo not drawn)	x	-3	i	i	-22	i	i	i	0.0	1	-16

Whole records as entered above. Order of values: MrgX1 antagonist	SKKanGAS inh	TRPC4 block	TRPC4 PAM	KLF5 inhibitor	TRPC4 agonist	TRPC6 inhibitor	TRPC6 activator	HIF activator	IEC-6 tox	aSyn UTR inh
COc1cc(NC2c3ncccc3C(=O)N2Cc2ccco2)cc(OC)c1 (stereo not drawn) is entered as i	-2	i	i	-13	i	i	i	0.2	-4	-17
CC(=O)Nc1ccc(Nc2cc(C(C)C)nc3c(-c4ccccc4)c(C)nn23)cc1 is entered as i	88*	i	i	-6	i	i	i	-0.6	2	39
N#CCCn1cc(/C=N/NC(N)=S)c(-c2ccccc2)n1 is entered as i	-1	i	i	-2	i	i	i	0.4	2	7
Nc1nonc1/C(=N/O)N1CCCC1 is entered as i	0	i	i	-8	i	i	i	-0.3	-3	1
CCCOc1ccc(/C(O)=C2/C(=O)C(=O)N(CCN(C)C)C2c2ccc(O)c(OC)c2)cc1 (stereo not drawn) is entered as x	-3	i	i	-22	i	i	i	0.0	1	-16

(further entries)
SMILES	MrgX1 antagonist	SKKanGAS inh	TRPC4 block	TRPC4 PAM	KLF5 inhibitor	TRPC4 agonist	TRPC6 inhibitor	TRPC6 activator	HIF activator	IEC-6 tox	aSyn UTR inh
Cc1ccc(-n2nc3c(c2NC(=O)c2ccc4c(c2)OCO4)CS(=O)(=O)C3)cc1	i	-5	i	i	3	i	i	i	-1.3	-2	-30
Cc1ccc(C)c(N(CC(=O)NCc2ccccc2)C(=O)c2csnn2)c1	i	-9	i	i	-2	i	i	i	0.6	-1	-1
Oc1c(/C=C/C=C/C=Nc2ccccc2)sc(=S)n1Cc1ccccc1	i	13	i	i	4	i	i	i	0.6	5	-10
COc1cc(-n2c(N)c(C(=O)NCc3ccco3)c3nc4ccccc4nc32)cc(OC)c1OC	i	5	i	i	-17	i	i	i	-0.3	-2	-20
CN1CCCN(c2ncnc3scc(-c4ccc(F)cc4)c23)CC1	i	8	i	i	6	i	i	i	0.5	2	15
Cc1ccc(NC(=O)Nc2cccnc2)cc1	i	-4	i	i	-79	i	i	i	7.9	2	-98
O=C1CCCC2=C1C(c1ccccc1O)C1=C(CCCC1=O)O2	i	-6	i	i	-27	i	i	i	-0.2	2	-10
CCn1c(/C=C2/C(=O)N(C)c3ccccc32)nc2ccccc2c1=O	i	-3	i	i	-11	i	i	i	0.1	-6	-21
O=C(C(c1ccccc1)c1ccccc1)N1CCOCC1	i	-5	i	i	-39	i	i	i	-3.4	-4	4
O=C(CCCn1c(=O)[nH]c2ccsc2c1=O)NC1CCCCC1	i	2	i	i	4	i	i	i	-0.2	0	-8
CCOc1ccc(N2C(=O)S/C(=C\c3ccc(O)c(OC)c3)C2=O)cc1	i	1	i	i	-15	i	i	i	0.0	5	-54
O=C(Nc1nnc(SCc2ccccc2Cl)s1)c1cccc([N+](=O)[O-])c1	i	11	i	12*	-25	i	i	i	0.1	2	-1
CCN(CC)c1nc(Oc2ccc(=O)[nH]n2)nc(N2CCOCC2)n1	i	-3	i	i	-56	i	i	i	-0.3	-3	39
COc1ccc(NCC(=O)N/N=C/C2CCCCC2)cc1	i	-5	i	i	-26	i	i	i	-0.3	2	4
COc1ccc(CCNC(=O)C23CN(Cc4ccccc4)CC2C(c2cccc([N+](=O)[O-])c2)=NO3)cc1 (stereo not drawn)	-8.3*	2	i	i	-41	i	i	i	-0.1	-3	4
O=C(CSc1ccccc1F)NC1CCS(=O)(=O)C1 (stereo not drawn)	i	-3	i	i	-1	i	i	i	-1.0	0	8
O=c1c(-c2nc3ccccc3s2)cccn1Cc1ccc(Cl)c(Cl)c1	i	12	i	i	17	i	i	i	-0.1	-5	12
COCCn1c(C2CCCCC2)nc2sc3ccccc3c(=O)c2c1=O	i	19	i	i	-28	i	i	i	0.1	0	40
COc1ccc(C(=O)Nc2ccccc2C(=O)N2CCOCC2)cc1	i	1	i	i	-6	i	i	i	-0.4	6	3
CCOc1cc(CNCCc2c[nH]c3ccccc23)cc(Cl)c1OCC(N)=O	i	-6	i	i	-25	i	i	i	-0.5	3	-1
CC(=O)NC(c1ccccc1)c1c(O)ccc2ccccc12 (stereo not drawn)	i	0	i	i	-20	i	i	i	0.0	-1	-8
CCOC(=O)CCCSc1nc2sc(C)c(C)c2c(=O)[nH]1	i	-9	i	i	-10	i	i	i	-0.3	-2	-29
